GLS inhibitor = inhibitors of human glutaminase (GLS); O94925; GLS enzymatic activity, qHTS titration; 0.21% of 410,000 active; Potency, µM (top dose mostly 45.5 µM), inactives show at the highest dose activity change, negative = inhibition, actives largely listed as inhibitors; AID 624170; note: potency is the fitted concentration of half-maximal effect; % is set by controls: 0 for no effect and ±100 for the full control effect
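Glutamate formation by hKGA was monitored fluorometrically using coupled glutamate oxidase, HRP and Amplex Red. Substrate was added as 1 mM L-glutamine solution; incubation was 30 min at RT after an initial read.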
PI4K2A inh = inhibitors of human PI4K2A; purified PI4K2A, ADP-Glo luminescence, 1 h; active compounds read low; activity change, negative = inhibition, % at 76.9 µM; 0.13% of 420,000 active; AID 1346378; in the data active = activity change below about -50%; inconclusive = mostly about -30% to -49%;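 note: -100% = wells without enzyme as full effect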
Target sequence (Q9BTU6 whole entry, looked up): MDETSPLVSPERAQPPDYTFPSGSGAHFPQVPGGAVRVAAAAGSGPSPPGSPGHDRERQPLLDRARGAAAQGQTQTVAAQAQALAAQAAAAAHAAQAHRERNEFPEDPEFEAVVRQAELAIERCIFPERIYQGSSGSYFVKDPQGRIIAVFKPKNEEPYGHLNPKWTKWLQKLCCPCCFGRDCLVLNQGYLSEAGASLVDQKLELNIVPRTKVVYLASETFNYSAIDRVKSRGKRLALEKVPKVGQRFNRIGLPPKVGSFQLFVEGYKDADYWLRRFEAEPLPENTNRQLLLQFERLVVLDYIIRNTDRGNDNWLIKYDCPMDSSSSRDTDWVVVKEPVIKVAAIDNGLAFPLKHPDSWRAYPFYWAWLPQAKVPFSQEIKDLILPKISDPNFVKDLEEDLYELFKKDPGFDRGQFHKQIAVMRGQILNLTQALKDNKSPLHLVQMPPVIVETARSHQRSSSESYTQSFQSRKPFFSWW
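Compounds are screened against recombinant PI4K2A using PI as substrate and ATP, the latter dispensed at 300 microM. Reactions run one hour at ambient temperature before ADP-Glo detection; full inhibition defined by wells lacking enzyme.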
Pol eta inh = inhibitors of human DNA polymerase eta; Q9Y253; recombinant Pol eta, fluorescent DNA replication assay; Potency, µM (top dose mostly 114 µM), without a hit: at the highest dose activity change, negative = inhibition, usual class: inhibitors; 1.2% of 390,000 active; AID 588591; note: potency is the fitted concentration of half-maximal effect; % is set by controls: 0 for no effect and ±100 for the full control effect
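Pol eta at 10 nM preincubated with compounds 15 min at room temperature; reaction started with fluorescent substrate (50 nM final) and read kinetically at 0 and 10 min.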
Pin1 inh = blocks the human prolyl isomerase Pin1; Q13526; Pin1 FP peptide displacement, HiFluor488, 10 min; Potency, µM (highest dose often 115 µM), without a hit: at the highest dose activity, negative = inhibition, hits mostly inhibitors; 0.009% of 390,000 active; AID 504891; active = well fitted inhibition curve with a large enough effect in the polarisation, with a control signal flat, not every such curve was filed as active; inconclusive = small, poorly fitted or top-dose-only effect, or effect the other way, or a change in a side signal; inactive = no such curve, though single readings can be large or run the other way; the % refers to the polarisation; note: potency is the fitted concentration of half-maximal effect; % is set by controls: 0 for no effect and ±100 for the full control effect
Target sequence (Q13526 whole entry, looked up): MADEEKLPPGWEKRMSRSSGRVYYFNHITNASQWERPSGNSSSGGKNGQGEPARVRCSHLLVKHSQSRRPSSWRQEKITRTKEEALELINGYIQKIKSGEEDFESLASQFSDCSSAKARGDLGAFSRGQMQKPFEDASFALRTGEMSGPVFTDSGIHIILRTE
G9a inh = blocks human histone lysine methyltransferase G9a | G9a H3K9 monomethylation, AlphaScreen, 2 h | 8.8% of 350,000 active | AID 504332 | Potency, µM (top dose mostly 102 µM), for the others: at the top dose activity, negative = inhibition, hits mostly inhibitors; note: potency is the fitted concentration of half-maximal effect; % is set by controls: 0 for no effect and ±100 for the full control effect; nearly all actives have a fitted effect of over 75% in size
Target sequence (Q96KQ7 913-1193 limits assumed): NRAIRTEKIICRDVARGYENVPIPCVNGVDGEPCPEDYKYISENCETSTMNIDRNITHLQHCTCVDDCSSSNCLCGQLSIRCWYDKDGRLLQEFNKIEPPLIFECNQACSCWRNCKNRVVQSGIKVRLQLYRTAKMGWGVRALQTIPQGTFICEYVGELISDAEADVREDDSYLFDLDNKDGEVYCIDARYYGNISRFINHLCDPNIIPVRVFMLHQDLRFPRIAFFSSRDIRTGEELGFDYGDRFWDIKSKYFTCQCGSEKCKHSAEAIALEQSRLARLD
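G9a (20 nM) was preincubated 15 min with compound, then reacted 2 h at room temperature with 500 nM biotin-H3K9 peptide and 20 µM SAM. Monomethyl-H3K9 detected by AlphaScreen using anti-H3K9me1 antibody.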
JMJD2A Tudor = JMJD2A Tudor domain (human) inhibition; AlphaScreen JMJD2A-Tudor / H3K4me3 peptide binding; Potency, µM (series often up to 114 µM), inactives show at the highest dose activity change, negative = inhibition, hits mostly inhibitors; O75164; 4.4% of 390,000 active; AID 504339; note: potency is the fitted concentration of half-maximal effect; % is set by controls: 0 for no effect and ±100 for the full control effect; nearly all actives have a fitted effect of over 50% in size
BAZ2B block = blocks human BAZ2B; AlphaScreen BAZ2B-H3K14Ac peptide displacement; 4.4% of 360,000 active; Potency, µM (doses to about 114 µM), for the others: at the highest dose activity change, negative = inhibition, actives largely listed as inhibitors; note: potency is the fitted concentration of half-maximal effect; % is set by controls: 0 for no effect and ±100 for the full control effect; nearly all actives have a fitted effect of over 60% in size
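AlphaScreen luminescence quantifies BAZ2B engagement of H3K14Ac peptide; the protein and biotinylated peptide are both at 50 nM final, buffer PBS pH 7.4 with 0.01% Tween-20, all steps at room temperature.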
Tb PGK inh = inhibitors of T. brucei phosphoglycerate kinase; PGK/GAPDH coupled, Kinase-Glo luminescence, 60 min; Potency, µM (highest dose often 57.5 µM), for inactives: at the highest dose activity change, negative = inhibition, usual class: inhibitors; 0.043% of 380,000 active; note: potency is the fitted concentration of half-maximal effect; % is set by controls: 0 for no effect and ±100 for the full control effect; nearly all actives have a fitted effect of over 60% in size
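Luminescent ATP detection (Kinase-Glo Plus) follows a 60-minute room-temperature incubation, with wells lacking PGK as controls. Buffer: 100 mM TEA (pH 7.6), 5 mM MgCl2, 0.01% Tween-20. Coupling enzyme GAPDH (100 nM final) supplies unstable 1,3-BPG in-well.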
HP1b chromo inh = HP1-beta chromodomain-methylated histone interaction inhibition. P83916. AlphaScreen HP1-beta / biotin-H3K9me3 peptide binding. Potency, µM (doses to about 114 µM), for inactives: at the top dose activity change, negative = inhibition, hits mostly inhibitors. 0.56% of 390,000 active. AID 540317; note: potency is the fitted concentration of half-maximal effect; nearly all actives have a fitted effect of over 70% in size; inactives centre near 23
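HP1-beta protein (50 nM final) preincubated 30 min at room temperature with biotinylated H3(1-18)K9me3 peptide (50 nM) in PBS pH 7.4, 0.01% Tween-20, then compound added for 30 min. AlphaScreen streptavidin donor/nickel chelate acceptor beads (10 ug/mL final), 30 min dark, luminescence read.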
* = called active by the depositor; i = inactive; ? = inconclusive; · = not tested or not shown; [ ] = another dose, or the depositor's remark. Unless noted, calls come from the whole dose curve; as a rule, active = well fitted curve in the direction sought with a large enough effect; inconclusive = small, poorly fitted or top-dose-only effect, or another doubt; inactive = no such curve, though single readings can be large; an effect the other way counts as inactive or inconclusive. The list is partial (hit frequency here may not be typical).

SMILES	GLS inhibitor	PI4K2A inh	Pol eta inh	Pin1 inh	G9a inh	JMJD2A Tudor	BAZ2B block	Tb PGK inh	HP1b chromo inh
Cc1nn(CCc2nn[nH]n2)c2nc(-c3ccccc3)cc(C(F)(F)F)c12	23.4%	-1.3	4.7%	-3.0%	4.8%	-11.0%	14.2%	-6.5%	68.1%[activator]
CN(CC(=O)Nc1c(Cl)cccc1Cl)C(=O)Cc1ccc2c(c1)CCC2	23.4%	2.4	-7.0%	0.9%	3.55µM*	-5.5%	5.5%	-0.1%	?
CCN1CCN(C(=S)c2ccc(SC)cc2)CC1	0.8%	-7.4	-11.4%	-2.6%	39.8µM*	-17.1%	3.2%	-8.9%	?
COc1ccc(C#Cc2c(-c3ccc(OC)cc3)oc3ccc(-c4ccc(OC)cc4)cc23)cc1	-2.2%	-0.5	-4.0%	3.7%	·	-20.0%	·	-0.6%	36.9%
Cc1ccc(C(=O)O/N=C(\N)Cc2cccs2)c(Cl)c1	1.4%	-13.1	-11.5%	-1.0%	63.2%[activator]	38.7%[activator]	31.1%	-1.8%	80.6%[activator]
COc1cc(OC)cc(C(=O)NC(C(=O)N2CCc3ccccc3C2)C(C)C)c1 (centres undefined)	-0.6%	4.2	-20.3%	-11.6%	1.4%[59 µM]	-9.7%	-1.4%	-9.7%	23.5%
CCCC(C)NC(C)C(=O)NC1CCCC1 (centres undefined)	-2.4%	2.7	-7.3%	2.2%	21.2%	?	6.1%	i	36.9%
CCOC(=O)N1CCN(C(=O)Cn2nc(C)c3sc4ccccc4c3c2=O)CC1	-0.8%	-1.6	-16.4%	-3.1%	22.5%[2.33 µM]	9.8%	25.2%	-2.0%	27.2%
O=C(CCNC(=O)Cn1ccc2ccccc2c1=O)NCCCN1CCN(c2ccccc2F)CC1	12.7%	1.7	2.9%	0.8%	-37.8%	-2.5%	7.8%	-9.1%	6.1%
COc1ccc(-c2ccc(/C=N/NC(=O)Cc3nnc(N)s3)o2)cc1Cl	1.8%	-3.1	-26.2%	25.8%	20µM*	-28.9%	?	0.7%	1.5%
COc1ccccc1OCCSc1nc2ccc([N+](=O)[O-])cc2s1	4.6%	-1.6	-16.0%	11.5%	12.6µM*	?	?	2.7%	?
O=C(O)c1ccccc1-c1ccccc1C(=O)Nc1cccc2ccccc12	4.7%	-1.2	-18.1%	2.9%	8.0%[59 µM]	-13.2%	4.2%	-1.9%	27.9%
O=C(C1CC(=O)N(c2ccccc2)C1)N1CCN(c2ccc(F)cc2)CC1 (centres undefined)	4.6%	-3.7	-11.4%	-4.9%	-5.9%	-10.9%	-23.2%	-3.6%	20.9%
CCN(CC)S(=O)(=O)c1ccc(OC)c(NC(=O)c2ccc([N+](=O)[O-])cc2)c1	-3.3%	6.6	-7.5%	-1.4%	-5.3%	-6.0%[11.4 µM]	10.2%	-5.4%	-21.4%
O=C(NCc1ccc(F)cc1)C1CCC(=O)N1C1CCCCC1 (centres undefined)	1.2%	8.8	-11.3%	1.5%	27.6%[0.501 µM]	-13.2%	-2.3%	-6.8%	4.0%
COc1ccc(-c2nn(-c3ccccc3)cc2/C=N/Nc2cccc(C(=O)O)c2)cc1	?	1.3	?	?	22.4µM*	?	-37.3%	-9.4%	16.5%
O=C(COC(=O)c1ccc(Cl)cc1[N+](=O)[O-])NNC(=O)c1cccs1	3.6%	-0.9	-14.2%	4.2%	0.7%[0.501 µM]	-6.9%	-34.4%	i	43.1%[activator]
COc1cccc(C(=O)N2CC(=O)Nc3ccc(C)cc3C2c2ccc(F)cc2)c1OC (centres undefined)	-4.9%	-4.6	-14.3%	4.5%	?	-24.9%	-3.5%	-3.3%	12.8%
COc1ccc(CNC(=O)CCn2c(=O)oc3ccccc32)cc1	-5.4%	3.5	-9.3%	-1.2%	-8.7%[59 µM]	-7.9%	6.4%	-7.1%	23.6%
O=C(CCc1nc(-c2cccs2)no1)Nc1cnc2ccccc2c1	-3.4%	-2.6	?	48.6%[activator]	?	-28.5%	-9.0%	1.5%	22.2%
COC(=O)C1=C(CSc2nc3ccccc3s2)NC(=O)NC1c1ccc(F)cc1 (centres undefined)	?	-3.8	8.8%	8.9%	39.8µM*	-10.1%	4.9%	-1.1%	-3.6%
COc1ccc(C(=O)N(C)Cc2ccc(OC)c(OC)c2OC)cc1S(=O)(=O)N1CCOCC1	11.2%	-1.3	-7.8%	1.3%	·	-15.1%	·	-3.5%	45.5%[activator]
CCOC(=O)c1cnc2ccc(OCC)cc2c1NCc1ccccc1OC	-0.1%	-4.3	-16.8%	11.5%	27.1%[59 µM]	45.9%[activator]	48.8%[activator]	-3.9%	156.0%[activator]
CCOC(=O)Cc1ccc(NC(=O)Nc2cccc(OCc3cc(=O)n4cc(C)ccc4n3)c2)cc1	3.7%	0.0	-8.5%	-0.2%	13.4%[59 µM]	1.6%	9.1%	-4.3%	26.2%[57 µM]
CCCCn1c(N)c(N(Cc2ccccc2OC)C(=O)c2cc(=O)[nH]c3ccccc23)c(=O)[nH]c1=O	-0.9%	3.8	-5.1%	0.2%	35.5µM*	-12.4%	33.9%[activator]	10.7%	6.0%
O=C(COc1ncnc2ccccc12)NC1CCS(=O)(=O)C1 (centres undefined)	4.1%	0.9	8.4%	-1.3%	5.0%	6.9%	25.4%	-3.4%	33.3%[activator]
Cc1ccc(S(=O)(=O)Cc2ccccc2Cl)cc1	0.0%	4.4	-25.5%	1.7%	26.6%[59 µM]	20.6%	4.4%	2.2%	34.3%
C=CCN(C(=O)Cn1nc(C)n2c(cc3cc(C)ccc32)c1=O)c1ccccc1	-4.0%	-2.6	-11.0%	?	·	-17.1%	-11.1%	-4.0%	-1.3%[57 µM]
Cn1c(=O)[nH]c(=O)c2c1nc(N1CCN(Cc3ccccc3)CC1)n2CCSc1ncccn1	-2.2%	-2.6	-13.6%	-5.7%	-15.1%	-19.0%	9.5%	-0.1%	22.1%
CCOc1ccc(C(=O)N2CCc3cc(OC)c(OC)cc3C2COc2ccc3c(C)cc(=O)oc3c2)cc1OCC (centres undefined)	-2.8%	0.8	-15.9%	-0.1%	3.0%[59 µM]	-16.7%	0.0%	-3.5%	0.9%
CCOC(=O)C1(Cc2ccc(OC)cc2)CCN(C(=O)CCn2cccn2)CC1	-12.2%	5.4	4.7%	4.7%	-24.0%	-14.8%	-2.0%	2.1%	8.0%
O=C(COC(=O)c1ccccc1)c1ccc2c(c1)OCCO2	5.7%	-52.5*	-15.6%	-2.9%	23.8%	2.0%	13.5%	?	43.6%
CCOc1ccc(CCNC(=O)c2cc3c(=O)n(C)c4ccccc4c3n2C)cc1OCC	-6.4%	2.4	-13.0%	0.7%	?	-9.1%	-16.9%	8.3%	41.6%[activator]
Cc1noc(C)c1NC(=O)Nc1cccc2c1O[C@@H](CN(C)Cc1ccc3c(c1)OCO3)[C@@H](C)CN([C@H](C)CO)C2=O	4.3%	-7.6	-2.1%	-0.6%	·	-16.3%	·	i	73.0%[activator]
N#CCC(=O)Nc1ccc(C(F)(F)F)cc1N1CCOCC1	0.3%	7.9	4.8%	6.4%	13.8%	9.6%	-21.4%	0.0%	40.9%[activator]
CCOC(=O)N1CCC(NC(=O)c2cnn(-c3ccc(F)cc3)c2-n2cccc2)CC1	8.1%	-5.3	-2.4%	-10.5%	5.5%[59 µM]	9.0%	-5.4%	-3.3%	42.8%
CCOc1cc(S(=O)(=O)n2ccnc2C(C)C)ccc1Cl	0.8%	0.9	-13.4%	-10.8%	-21.2%[59 µM]	-25.6%	-12.9%	i	50.7%[activator]
CC(C)(C)NC(=O)NC(=O)CSc1ncccn1	-2.7%	2.6	-16.7%	-0.5%	5.2%	-11.6%	-2.5%	4.4%	36.3%
CC1CCC(NC(=O)c2ccc(S(C)(=O)=O)cc2)CC1 (centres undefined)	1.7%	-11.5	0.4%	3.1%	1.7%[59 µM]	-12.1%	8.7%	-4.5%	9.6%
O=C(Nc1cc(Cl)cc(Cl)c1)c1ccc(F)c(S(=O)(=O)N2CCc3ccccc32)c1	-13.0%	5.6	-11.7%	5.8%	-0.5%[59 µM]	-18.7%	0.0%	i	24.4%
Cc1ccc2nc(-c3ccccn3)c(Nc3ccc(F)cc3)n2c1	0.4%	-1.6	-14.2%	-1.6%	12.1%[59 µM]	?	5.62µM*	-0.5%	26.1%
CN(C(=O)CSc1ncnc2sc3c(c12)CCCC3)C1CCS(=O)(=O)C1 (centres undefined)	0.6%	-5.6	-9.7%	16.2%	·	-19.3%	·	-0.7%	1.9%[57 µM]

Grouped by structure, the entries above with two or more sulfur atoms.
SMILES	GLS inhibitor	PI4K2A inh	Pol eta inh	Pin1 inh	G9a inh	JMJD2A Tudor	BAZ2B block	Tb PGK inh	HP1b chromo inh
CCN1CCN(C(=S)c2ccc(SC)cc2)CC1	0.8%	-7.4	-11.4%	-2.6%	39.8µM*	-17.1%	3.2%	-8.9%	?
COc1ccccc1OCCSc1nc2ccc([N+](=O)[O-])cc2s1	4.6%	-1.6	-16.0%	11.5%	12.6µM*	?	?	2.7%	?
COC(=O)C1=C(CSc2nc3ccccc3s2)NC(=O)NC1c1ccc(F)cc1 (centres undefined)	?	-3.8	8.8%	8.9%	39.8µM*	-10.1%	4.9%	-1.1%	-3.6%
CN(C(=O)CSc1ncnc2sc3c(c12)CCCC3)C1CCS(=O)(=O)C1 (centres undefined)	0.6%	-5.6	-9.7%	16.2%	·	-19.3%	·	-0.7%	1.9%[57 µM]

High-throughput results: PubChem, National Center for Advancing Translational Sciences (NCATS)
